# GLP-1R inv ag: qHTS of GLP-1 Receptor Inverse Agonists (Inhibition Mode); Glucagon-like peptide 1 receptor (Homo sapiens), P43220; HEK293 GLP-1R CRE-luciferase, luminescence, 24 h; GLP-1R form is constitutively active; Potency, µM (titrated, usually from 38.3 µM), inactives show top-dose activity change, negative = inhibition, actives largely listed as inhibitors; 410,000 compounds, 1.6% hits; AID 624417, 2012; note: potency is the fitted concentration of half-maximal effect; % is set by controls: 0 for no effect and ±100 for the full control effect; nearly all actives have a fitted effect of over 55% in size
# Target sequence (P43220 whole entry, looked up): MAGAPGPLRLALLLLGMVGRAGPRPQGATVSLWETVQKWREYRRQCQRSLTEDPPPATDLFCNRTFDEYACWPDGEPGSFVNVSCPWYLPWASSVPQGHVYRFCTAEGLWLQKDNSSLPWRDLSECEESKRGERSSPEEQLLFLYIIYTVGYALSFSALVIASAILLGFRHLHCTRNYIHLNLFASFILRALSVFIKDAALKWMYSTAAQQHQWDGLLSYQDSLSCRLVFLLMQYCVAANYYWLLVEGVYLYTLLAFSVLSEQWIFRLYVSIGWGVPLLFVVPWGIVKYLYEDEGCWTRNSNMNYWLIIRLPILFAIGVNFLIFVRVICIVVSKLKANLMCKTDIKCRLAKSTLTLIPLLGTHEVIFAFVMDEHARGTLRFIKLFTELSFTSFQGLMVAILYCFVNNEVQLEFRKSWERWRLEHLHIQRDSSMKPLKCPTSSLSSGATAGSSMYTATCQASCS
#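 GLP-1R inverse agonism mode: basal reporter luminescence in engineered HEK293 cells measured after one day of compound exposure at 37 deg C, with a 12 min room-temperature detection step.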
# HEK293 tox: qHTS of GLP-1 Receptor Inverse Agonists: Cytotox Screen. HEK293 cAMP-luciferase reporter cells, luminescence, 24 h. Potency, µM (doses to about 38.3 µM), for inactives: at the top dose activity change, negative = inhibition, hits mostly inhibitors. 410,000 compounds, 0.13% hits. AID 624418, 2012;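 note: loss of luciferase light is scored as toxicity; potency is the fitted concentration of half-maximal effect; % is set by controls: 0 for no effect and ±100 for the full control effect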
#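 Quantitative HTS format, 1536 wells, 200 cells/uL seeded. Compounds: 23 nL, 24 h, 37 °C. Detection: luciferase reagent, luminescence at 12 min RT; decreased signal taken as cytotoxic.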
# PTHR1 agonist: qHTS for PTHR1 Agonists: Primary Screen. Parathyroid hormone/parathyroid hormone-related peptide receptor (Homo sapiens), Q03431. HEK293 GP2 PTHR1 cells, GloSensor cAMP luminescence, 1 h. Potency, µM (top dose mostly 115 µM), inactives show top-dose activation, actives largely listed as activators. AID 743266, 2014. 410,000 compounds, 0.075% hits; note: potency is the fitted concentration of half-maximal effect; nearly all actives have a fitted effect of over 55% in size; some results filed as inactive show a strong effect at the top dose; inactives centre near -15; many of its hits are not listed in these tables
# Target sequence (Q03431 whole entry, looked up): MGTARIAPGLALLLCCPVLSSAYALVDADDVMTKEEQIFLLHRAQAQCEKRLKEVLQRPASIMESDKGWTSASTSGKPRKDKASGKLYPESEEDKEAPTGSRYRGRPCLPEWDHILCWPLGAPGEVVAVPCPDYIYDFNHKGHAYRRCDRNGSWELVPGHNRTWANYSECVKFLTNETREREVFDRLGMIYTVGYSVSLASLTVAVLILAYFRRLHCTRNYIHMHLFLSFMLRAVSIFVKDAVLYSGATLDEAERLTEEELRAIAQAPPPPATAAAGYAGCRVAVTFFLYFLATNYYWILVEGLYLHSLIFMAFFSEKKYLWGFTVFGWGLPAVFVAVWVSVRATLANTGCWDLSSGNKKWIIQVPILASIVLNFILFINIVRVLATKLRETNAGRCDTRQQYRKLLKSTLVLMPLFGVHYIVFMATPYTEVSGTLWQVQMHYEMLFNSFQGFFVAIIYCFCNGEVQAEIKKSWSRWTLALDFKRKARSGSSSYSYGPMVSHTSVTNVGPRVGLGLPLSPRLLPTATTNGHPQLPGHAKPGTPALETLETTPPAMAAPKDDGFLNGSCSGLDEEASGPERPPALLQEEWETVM
#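 HEK-293-derived GP2 cells expressing PTHR1 and a GloSensor cAMP reporter, 3,000/well, plated overnight, given luciferin plus IBMX (each 0.5 mM as added) for 1 h at 37 °C, then compound for 1 h at 37 °C. Luminescence was read after 15 min at room temperature.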
# D3 antag: qHTS of D3 Dopamine Receptor Antagonist: qHTS; 360,000 compounds, 2.5% hits; D3R cells, DiscoveRx beta-arrestin luminescence, antagonist mode; hits give low values; D(3) dopamine receptor (Homo sapiens), P35462; max response, negative = inhibition, %; in the data active = max response below about -50%; inconclusive = no clear call, values can overlap the other calls; note: % is set by controls: 0 for no effect and ±100 for the full control effect; mostly tested at two doses, the higher about 12 µM
#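 Cells expressing the human receptor were seeded at 1500 cells/well, incubated overnight at 37 degrees C in 5% CO2, then exposed to library compounds with dopamine controls for 90 minutes at 37 degrees C before luminescent detection.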
# aSyn rescue: qHTS of alpha-syn Inhibitors. Yeast expressing alpha-synuclein, growth rescue, BacTiter-Glo, 24 h. Potency, µM (highest dose often 46.1 µM), without a hit: at the top dose growth rescue (activation), actives largely listed as activators. 370,000 compounds, 0.14% hits; note: potency is the fitted concentration of half-maximal effect; % of control where 0% means no effect; nearly all actives have a fitted effect of over 65% in size
#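 Screening used galactose-induced yeast with toxic alpha-synuclein levels, exposed to compound for 24 hr at 30 deg C. Cell growth, read with BacTiter-Glo luminescence, gave the measured signal.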
# D3 ag: qHTS of D3 Dopamine Receptor Agonist: qHTS; max activation, %; AID 652048, 2013; 410,000 compounds, 0.58% hits; D(3) dopamine receptor (Homo sapiens), P35462; D3R DiscoveRx beta-arrestin cells, luminescence, 90 min; in the data active = max activation above about 30%; note: 0% is about no effect; mostly tested at two doses, the higher about 12 µM
#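 Agonist mode: compounds and dopamine controls were applied to plated cells for 90 min at 37 degrees C after an overnight attachment at 1500 cells/well. Luminescent read-out followed 30 - 60 minutes at room temperature with DiscoveRx detection reagent.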
# GLP-1R agonist: qHTS of GLP-1 Receptor Agonists; 380,000 compounds, 0.007% hits; Glucagon-like peptide 1 receptor (Homo sapiens), P43220; Potency, µM (doses to about 45.6 µM), inactives show top-dose activation, most hits filed as activators; AID 624172, 2012; HEK293 GLP-1R CRE-luciferase, luminescence, 4-6 h; cells express a hypersensitive GLP-1R form; note: potency is the fitted concentration of half-maximal effect; % of control where 0% means no effect
# TDP-43 yeast inh: qHTS of TDP-43 Inhibitors; TDP-43 expressing yeast growth rescue, BacTiter-Glo, 24 h; Potency, µM (doses to about 46.1 µM), inactives show at the top dose growth rescue (activation), hits mostly activators; 410,000 compounds, 1.8% hits; AID 652104, 2013; note: potency is the fitted concentration of half-maximal effect; % of control where 0% means no effect; nearly all actives have a fitted effect of over 50% in size
#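 Yeast cells expressing TDP-43 under galactose induction are exposed to compounds for 24 hr at 30 deg C. BacTiter-Glo luminescence measures growth, so protective compounds score as activators.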
# KB-V1 cytotox: qHTS assay for MDR1-selective chemotherapeutics: Primary screen using the drug-selected MDR subline cells KB-V1; Potency, µM (series often up to 46.1 µM), for the others: at the top dose activity change, negative = cytotoxicity, most hits filed as cytotoxic; 400,000 compounds, 3.4% hits; KB-V1 MDR cells viability, CellTiter-Glo, 72 h; note: potency is the fitted concentration of half-maximal effect; % is set by controls: 0 for no effect and ±100 for the full control effect; nearly all actives have a fitted effect of over 60% in size
#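 KB-V1 MDR subline cells in DMEM (phenol-red free, 10% FBS) exposed to compounds in qHTS concentration series for 72 h at 37 degrees C. Viability read by CellTiter-Glo luminescence; concentration-effect curves fitted after normalization and correction.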
# Starred values were filed as active, the others as inactive; i = inactive; u = inconclusive; x = not tested or not shown; [ ] = dose if it differs, or a comment. Unless noted, calls come from the whole dose curve; as a rule, active = well fitted curve in the direction sought with a large enough effect; inconclusive = small, poorly fitted or top-dose-only effect, or another doubt; inactive = no such curve, though single readings can be large; an effect the other way counts as inactive or inconclusive.
SMILES	PTHR1 agonist	D3 ag	TDP-43 yeast inh	KB-V1 cytotox	aSyn rescue	HEK293 tox	D3 antag	GLP-1R inv ag	GLP-1R agonist
COc1c2ccoc2cc2oc(C)cc(=O)c12	-1.0%	3.9	u	0.0%	4.5%	1.6%	1.2	25.1%	2.0%
COc1ccccc1NC(=O)CSc1nnc2ccc(-c3cccnc3)nn12	i	-9.3	-8.0%	-0.6%	-3.6%	2.6%	10.9	61.4%[activator]	9.3%
CCN1CCN(c2cc(C)c3cc(NC(=O)c4ccc(Br)o4)ccc3n2)CC1	i	0.9	4.5%	u	-8.1%	u	u	-28.2%	5.8%
COc1ccc(C(=O)OCC(=O)Nc2cccc(C(C)=O)c2)cc1OC	-13.3%	7.0	-6.9%	-23.3%	-0.3%	4.4%	2.4	54.3%[activator]	19.5%
O=C(c1ccco1)N1CCN(C(=O)c2ccccc2[N+](=O)[O-])CC1	i	-11.6	-8.7%[0.397 µM]	u	1.1%	-17.3%	14.9	-27.5%	6.3%
CCCCc1c(-c2ccc(Br)cc2)ncn1CCc1ccccc1OC	-40.0%[inhibitor]	21.2	43.7%	20.6µM*	1.2%	-29.8%	65.6	u	-2.1%
Cn1c(=O)c2c(SCC(=O)Nc3ccc4c(c3)OCCO4)nc(CC(C)(C)C)nc2n(C)c1=O	-29.2%	0.2	18.0%	-23.1%	0.5%	-14.3%	6.5	8.6%	-0.6%
Cc1cccc(N2CCN(S(=O)(=O)c3ccc4[nH]c(=O)ccc4c3)CC2)c1C	-15.6%	22.7	17.4%	u	5.4%	u	15.4	u	3.5%
Cc1cc(C)c(NC(=O)CN2C(=O)c3cccnc3Oc3ccc(Cl)cc32)c(C)c1	i	7.0	23.7%	1.7%	x	1.6%	x	9.7%	x
CCc1nnc(SCC(=O)Nc2ccccc2)n1CC1CCCO1 (stereo not drawn)	i	-6.6	2.8%	10.9%	-3.6%	0.9%	-24.5	8.5%	-1.5%
COc1cccc(C2C3=C(N=C4SCC(=O)N42)c2ccccc2CC3)c1OC (stereo not drawn)	-21.4%[57.5 µM]	-7.3	12.0%	-23.7%	0.7%	-1.3%	-12.6	u	-2.2%
c1ccc(-c2nnc(NC3=NCCC3)o2)cc1	i	-10.3	9.2%	-17.3%	-12.7%	11.3%	0.0	u	-32.0%[inhibitor]
Cc1ccc(Cl)cc1NC(=O)C(C)n1nnc2sc3c(c2c1=O)CCCC3 (stereo not drawn)	-0.9%	-10.0	17.9%	-0.1%	x	-0.3%	x	0.0%	x
C=CCOc1c(Cl)cc(CNc2ccc3[nH]c(=O)[nH]c3c2)cc1OC	-7.0%	0.5	-6.8%	-8.3%	-8.5%	-20.3%	2.5	3.8%	0.5%
CCCCS(=O)(=O)N1CCN(S(=O)(=O)c2cccs2)CC1	i	0.9	15.0%	-20.7%	2.8%	2.2%	-2.9	-7.0%	-6.6%

# Only aSyn rescue, D3 antag and GLP-1R inv ag, for some of the entries so far:
compound,aSyn rescue,D3 antag,GLP-1R inv ag
CCN1CCN(c2cc(C)c3cc(NC(=O)c4ccc(Br)o4)ccc3n2)CC1,-8.1%,u,-28.2%
COc1ccc(C(=O)OCC(=O)Nc2cccc(C(C)=O)c2)cc1OC,-0.3%,2.4,54.3%[activator]

# Next section:
SMILES	PTHR1 agonist	D3 ag	TDP-43 yeast inh	KB-V1 cytotox	aSyn rescue	HEK293 tox	D3 antag	GLP-1R inv ag	GLP-1R agonist
CC1(C)Cc2ccccc2-c2nnc(SCC(=O)Nc3ccc4c(c3)OCO4)n21	-53.2%[inhibitor][57.5 µM]	2.7	-10.0%	4.11µM*	3.3%	4.0%	0.0	-8.2%	4.1%
CCc1nnc(NC(=O)C(C)N2C(=O)C3C4C=CC(C4)C3C2=O)s1 (stereo not drawn)	i	-8.1	-3.8%	0.9%	-0.6%	10.6%	1.5	6.1%	-9.7%
COC(=O)c1scc(-c2ccc(C)cc2)c1S(=O)(=O)N1CCN(c2ccc(OC)cc2)CC1	-3.0%	-1.6	0.0%	-2.3%	x	-3.3%	x	u	x
COc1ccc(CN(C)C(=O)c2ccc(NC(=O)CC3SC(N4CCCC4)=NC3=O)cc2)c(OC)c1OC (stereo not drawn)	3.2%	-8.2	-21.2%	1.9%	-6.8%	-1.3%	-13.1	28.0%	-3.1%
COc1cc(-c2noc(CCCC(=O)NC3CCCCC3)n2)cc(OC)c1OC	i	17.7	-10.3%	-0.6%	1.7%	2.7%	21.4	5.1%	17.8%
CN(CC(=O)NCc1ccncc1)S(=O)(=O)c1ccc(Br)cc1	i	-5.8	-19.5%	x	-2.8%	0.7%	-21.0	11.7%	0.8%
CCC(=O)Nc1ccccc1-c1nc2ccccc2n(CC(=O)c2ccc(Cl)cc2)c1=O	12.8%	-0.3	-7.3%	x	x	-6.6%	x	16.0%	x
COC(=O)c1sccc1NC(=O)Nc1ccccc1F	-43.0%[inhibitor]	1.4	29.7%	13.9%	-17.7%	-3.3%	9.2	-0.3%	-3.2%
O=C(Nc1cc(Cl)ccc1-n1cncn1)c1cc(F)c(F)c(F)c1F	-17.3%	1.4	22.4µM*	4.0%	0.6%	12.1%	11.0	13.5%	-14.6%
Cc1[nH]c2ccccc2c(=O)c1CNCc1ccccc1	-23.2%	-7.1	2.8%	10.8%	-3.9%	1.2%	u	6.9%	12.7%
CCC1CCc2[nH]nc(C(=O)O)c2C1 (stereo not drawn)	-5.3%[57.5 µM]	-6.9	-34.3%[inhibitor]	3.5%	-1.4%	3.2%	-22.3	0.2%	-1.1%
CCOC(=O)c1nc(Nc2cc(Cl)ccc2OC)c2ccccc2n1	i	0.4	0.0%	10.2%	-0.3%	-24.3%	17.0	22.4%	8.3%
COc1cccc(S(=O)(=O)Nc2ccc3c(c2)[C@@H]2C[C@@H](CC(=O)NCc4ccc(Cl)cc4)O[C@@H](CO)[C@@H]2O3)c1	-30.8%[inhibitor]	-8.5	-19.5%	-14.3%	1.2%	u	-11.6	u	-2.9%
O=C(NNC(=S)Nc1cccc2ccccc12)c1cccc(Br)c1	-14.0%[57.5 µM]	0.3	22.7%	-0.7%	u	-22.7%	u	0.0%	-4.2%
Cc1ccc(C)c(S(=O)(=O)N2CC(=O)N(CCc3ccccc3)C(=O)C2)c1	-17.8%	-5.3	u	5.0%	5.6%	-4.4%[1.53 µM]	4.2	10.6%	6.8%
CCOC(=O)c1ccc(NC(=O)CN2CCN(C(=O)c3ccco3)CC2)cc1	i	35.9*	3.3%	u	-12.5%	-1.8%	14.7	2.6%	-7.0%
COc1cccc(CC(NC(C)=O)C(=O)NC2CCN(C(=O)c3ccncc3)CC2)c1OC (stereo not drawn)	i	3.9	-16.7%	-2.1%	-2.1%	-2.9%	5.1	3.3%	-1.0%
O=c1c2c(-c3ccccc3)csc2ncn1/N=C/c1c2ccccc2cc2ccccc12	i	14.3	-26.1%	-4.0%	13.2%	72.0%[activator]	29.9	9.4%	-0.2%
CC(=O)OC1CC(C)(C)N(OC(=O)c2ccc(N)cc2)C(C)(C)C1	i	-17.4	-23.8%	6.1%	0.8%	6.5%	-8.8	0.0%	-12.1%
NC(=O)c1ccsc1NC(=O)CN1C(=O)NC2(CCCCC2)C1=O	-15.3%	7.0	3.4%	0.0%	-6.4%	0.5%	5.9	-9.2%	3.5%
C=CCNC(=O)COC(=O)/C=C/c1cccs1	i	-6.5	-19.1%	-2.5%	-6.6%	-3.8%	-8.8	13.9%	3.8%
O=C(NCc1ccc2c(c1)OCO2)C1CCC(CNS(=O)(=O)c2cccc3nsnc23)CC1 (stereo not drawn)	i	3.2	u	u	0.4%	-15.3%	-7.2	2.6%	-6.7%
CCOC(=O)/C(C#N)=C/c1c(N2CCCCCC2)nc2ccccn2c1=O	-14.3%	4.3	7.6%	-3.1%	5.2%	u	10.4	u	14.2%
CC(CCc1ccccc1)NC(=O)c1ccc(C(=O)NC(C)CCc2ccccc2)cc1 (stereo not drawn)	-9.3%[57.5 µM]	-0.5	-0.1%	0.0%	4.4%	-19.1%	10.2	-4.4%	-7.8%
O=C(Nc1cccc(S(=O)(=O)N2CCOCC2)c1)c1ccc(N2CCCC2=O)cc1	-47.1%[inhibitor]	7.6	3.0%	0.0%	1.9%	-2.9%	-8.8	14.9%	14.0%
COc1ccc(CC(=O)N2CCCc3ccccc32)cc1	-25.5%	-3.5	u	-11.2%	5.2%	-3.5%	9.1	u	2.4%
COc1ccc(-c2cc(C(=O)NCC3CCCO3)c3ccccc3n2)c(OC)c1 (stereo not drawn)	-4.4%	-15.6	-13.4%	-27.4%	-8.1%	-4.8%	-17.3	2.4%	14.1%
Cc1ccc(CSCC(=O)N(C)CC(=O)Nc2ccc(C)cc2)cc1	-6.5%	1.8	16.4%	-16.7%	0.1%	-11.2%	12.5	u	11.7%
Cc1cc(=O)oc(C)c1C(=O)NCC(C)C	i	5.5	-15.1%	2.9%	-2.8%	3.6%	-15.4	3.8%	-0.4%
CCC(C)[C@@H](C(=O)N1CCNCC1)n1cc(CCCN=C(N)N)nn1 (stereo partly drawn)	i	5.3	6.3%	0.0%	-1.9%	-22.0%	29.2	14.4%	-0.8%
O=C(CCCC(=O)NC1CCCCC1)Nc1ccc([N+](=O)[O-])cc1	-7.0%	-1.9	4.8%	-26.1%	-19.1%	-3.0%	0.0	-16.7%	3.8%

# Assay outcomes from PubChem BioAssay.

# An excerpt, so the mix of outcomes need not match the whole.
